Bioassay records: PubChem BioAssay, Southern Research Specialized Biocontainment Screening Center
MgcRacGAP inhibition = MgcRacGAP GTPase-activating activity inhibitors, confirmation, biochemical, ADP Hunter fluorescence; AID 624330, 2012; one-dose inhibition, % at 30 µM; IC50 in µM for titrated hits; MgcRacGAP-stimulated Rac1 GTP hydrolysis, ADP Hunter fluorescence; higher % means a stronger effect; GST-tagged Rac1 F28L mutant substrate; 340,000 tested, 0.6% active; Rac GTPase-activating protein 1 (Homo sapiens);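 active means first-screen hits whose inhibition reached a set limit at any dose in the follow-up dose series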;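 further: fluorescence reports GDP produced by GAP-driven GTP hydrolysis; strong numbers were not always called active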
Starred values were filed as active, the others as inactive. A portion of the library. The share of hits here may be higher or lower than overall.

SMILES	MgcRacGAP inhibition
O=C(NC(CC(=O)N1CCN(c2ccccc2O)CC1)c1ccccc1)c1ccccc1Cl (centres undefined)	2.6%
CCCCN1C(=O)C(CC(=O)NCc2cccc3ccccc23)CC(C(=O)N(C)C)=C1C (centres undefined)	16.8%
O=C(Cn1cnc2c(NCc3ccccc3)ncnc21)NCc1ccccn1	11.4%
O=C(CSc1nnc(CN2CCCC2)n1-c1ccc(F)cc1)c1ccc2c(c1)OCO2	11.3%
COc1ccc(-c2ccc3c(c2)S(=O)(=O)c2cccc(C(=O)N4CCN(c5ccc(Cl)cn5)CC4)c2C3=O)cc1OC	13.9%
COc1cc(C=NCc2ccccc2)ccc1O	15.5%
Nc1c(N(Cc2ccco2)C(=O)c2ccc(Br)cc2)c(=O)[nH]c(=O)n1Cc1ccccc1	6.2%
O=C(NNC(=O)c1ccccc1Cl)c1ccc(-n2cncn2)c([N+](=O)[O-])c1	5.5%
Cc1nc2ccc(NS(=O)(=O)c3cccc([N+](=O)[O-])c3)cc2s1	2.1%
CCOC(=O)C1=C(C2=CCCCC2)c2ccc(OC)cc2N(S(=O)(=O)C(F)(F)F)C1C(=O)OCC (centres undefined)	7.6%
C1=CC2C3C=CC(C3)C2C1 (centres undefined)	6.6%
C[C@H](NC(=O)c1nc[nH]c1C(=O)N(C)Cc1ccccc1)c1ccccc1	2.4%
CCOc1ccc(CN(C)C(=O)c2cc(S(=O)(=O)N3CCCC3)ccc2C)cc1	-1.3%
COc1ccc(N2CC(C)(C)[C@H](CC(=O)Nc3ccc(Br)cc3)C2=O)cc1	3.1%
O=C(CCCOc1ccccc1)Nc1cc(S(=O)(=O)N2CCOCC2)ccc1N1CCOCC1	-6.0%
COc1ccc(-c2csc(NCCn3c(C)nc4cc(C(F)(F)F)ccc43)n2)cc1	7.9%
O=C1CCCc2c1oc1c2CCCC1	2.2%
O=C(OCC(=O)N1CCc2ccccc2C1)c1ccc(O)cc1	4.9%
COc1ccccc1NC(=O)COC(=O)c1c(NC(C)=O)sc(C)c1C	12.2%
COc1cc2c3c(n(C)c(=O)c2cc1OC)-c1cc2c(cc1C3=O)OCO2	-3.2%
CN1C(=O)N(CC(=O)NCc2ccc(Cl)cc2Cl)C(=O)C12CCCCC2	5.5%
CCOc1ccc(NC(=O)CN(C)C(=O)c2nc3nc(C)cc(C)n3n2)cc1OCC	10.8%
Cc1c(Cl)cnc(NC(=O)CSc2nnnn2C)c1Cl	3.4%
Cc1c(Cl)cccc1NC(=S)NCc1ccc(Cl)cc1	7.5%

Arranged by length of the SMILES (low to high): some entries from above
SMILES	MgcRacGAP inhibition
C1=CC2C3C=CC(C3)C2C1 (centres undefined)	6.6%
O=C1CCCc2c1oc1c2CCCC1	2.2%
COc1cc(C=NCc2ccccc2)ccc1O	15.5%
Cc1c(Cl)cccc1NC(=S)NCc1ccc(Cl)cc1	7.5%
O=C(OCC(=O)N1CCc2ccccc2C1)c1ccc(O)cc1	4.9%
O=C(Cn1cnc2c(NCc3ccccc3)ncnc21)NCc1ccccn1	11.4%
COc1ccccc1NC(=O)COC(=O)c1c(NC(C)=O)sc(C)c1C	12.2%
CN1C(=O)N(CC(=O)NCc2ccc(Cl)cc2Cl)C(=O)C12CCCCC2	5.5%
Cc1nc2ccc(NS(=O)(=O)c3cccc([N+](=O)[O-])c3)cc2s1	2.1%
C[C@H](NC(=O)c1nc[nH]c1C(=O)N(C)Cc1ccccc1)c1ccccc1	2.4%
COc1ccc(-c2csc(NCCn3c(C)nc4cc(C(F)(F)F)ccc43)n2)cc1	7.9%
COc1ccc(N2CC(C)(C)[C@H](CC(=O)Nc3ccc(Br)cc3)C2=O)cc1	3.1%
O=C(CCCOc1ccccc1)Nc1cc(S(=O)(=O)N2CCOCC2)ccc1N1CCOCC1	-6.0%
O=C(NNC(=O)c1ccccc1Cl)c1ccc(-n2cncn2)c([N+](=O)[O-])c1	5.5%
Nc1c(N(Cc2ccco2)C(=O)c2ccc(Br)cc2)c(=O)[nH]c(=O)n1Cc1ccccc1	6.2%
CCOC(=O)C1=C(C2=CCCCC2)c2ccc(OC)cc2N(S(=O)(=O)C(F)(F)F)C1C(=O)OCC (centres undefined)	7.6%
COc1ccc(-c2ccc3c(c2)S(=O)(=O)c2cccc(C(=O)N4CCN(c5ccc(Cl)cn5)CC4)c2C3=O)cc1OC	13.9%

Continued:
SMILES	MgcRacGAP inhibition
COc1ccc(S(=O)(=O)Nc2cccc(S(=O)(=O)N(C)C)c2)cc1[N+](=O)[O-]	-8.7%
COC[C@@H]1NS(=O)(=O)c2ccc(Br)cc2O[C@H]1c1ccccc1	9.0%
Cc1ccc2c(c1)CO[C@]21O[C@H](CCO)C[C@H](O)[C@H]1O	3.6%
COc1ccc2sc(-c3ccc(S(C)(=O)=O)cc3)c(-c3ccc4c(c3)OCCO4)c2c1	0.8%
CC(Oc1ccccc1)C(=O)OCC(=O)NC(=O)NC1CCCCC1 (centres undefined)	4.3%
CC1CCCC(NC(=O)COC(=O)COc2ccc(C#N)cc2)C1C (centres undefined)	-6.7%
C=CCn1c(SCC(=O)Nc2cc(C)on2)nc2ccccc21	5.0%
NS(=O)(=O)c1ccc(CNC(=O)c2ccc(Cl)c(S(=O)(=O)NCc3ccccc3)c2)cc1	4.7%
CC(=O)NCCSc1ccc(S(=O)(=O)N2CCCC2)cn1	4.4%
O=C(O)c1ccccc1NS(=O)(=O)c1ccc(N/N=C/c2cccc(O)c2O)c([N+](=O)[O-])c1	28.1%
COc1cc2c(cc1OC)[C@@H](NC(=O)C(C)C)[C@H](O)C2	-3.1%
COc1ccc(C(=O)NCC(=O)OCC(=O)NCc2ccc3c(c2)OCO3)cc1	5.2%
COc1ccc2sc(-c3ccc(S(C)(=O)=O)cc3)c(C(=O)NCCCN3CCCC3=O)c2c1	-5.6%
COc1ccc(N2CCN(C(=O)CN3C(=O)NC(C)(c4ccc5ccccc5c4)C3=O)CC2)cc1 (centres undefined)	12.3%
CC12CCC(=O)N1C(C(=O)Nc1cc(Cl)ccc1N1CCCC1)CS2 (centres undefined)	2.3%
c1ccc(-n2c(Cc3cccnc3)nc3cnccc32)cc1	0.9%
Cc1ccc(-n2c(SCC(=O)N3CCN(c4ccccn4)CC3)nnc2N2CCCC2)cc1	5.5%
COc1ccc(CN(C)C(=O)CCC(=O)N2CCN(S(=O)(=O)c3ccc(Cl)cc3)CC2)c(OC)c1	9.3%
CC1CCCCC1NC(=S)NC(=O)c1ccccc1Cl (centres undefined)	3.7%
O=C(CCNS(=O)(=O)c1cccs1)N1CCN(c2cccc(C(F)(F)F)c2)CC1	7.9%
CCOc1ncccc1C(=O)Nc1cccc(-n2cnnn2)c1C	4.2%
O=C(/C=C/c1ccc(Cl)cc1Cl)OCC(=O)N1CCCC1	-1.5%
Cc1cc(C(=O)N2CCCC(CO)(Cc3ccc(F)cc3F)C2)nn1C (centres undefined)	9.3%
Cc1ccc(OCCCC(=O)N(C)CC(=O)Nc2c(C)cccc2C)cc1	17.8%

Fetched one by one from the list above:
SMILES	MgcRacGAP inhibition
Cc1ccc(OCCCC(=O)N(C)CC(=O)Nc2c(C)cccc2C)cc1	17.8%
COc1ccc(CN(C)C(=O)CCC(=O)N2CCN(S(=O)(=O)c3ccc(Cl)cc3)CC2)c(OC)c1	9.3%

Additional compounds:
SMILES	MgcRacGAP inhibition
CC(=O)NC12CC3CC(C1)CC(C(=O)OCC(=O)Nc1c(F)cccc1F)(C3)C2	4.7%
COc1ccc(S(=O)(=O)Nc2cccc3c2O[C@H](CN(C)CC2CC2)[C@@H](C)CN([C@H](C)CO)C3=O)cc1	7.4%
CC(=O)NC(C)c1ccc(C(=O)CSc2nnc(C3CC3)n2C2CC2)cc1 (centres undefined)	4.7%
C[C@H](CO)N1C[C@H](C)[C@@H](CN(C)Cc2ccc(Cl)c(Cl)c2)Oc2c(NS(=O)(=O)c3cccs3)cccc2C1=O	-6.0%
Cc1onc(-c2c(F)cccc2Cl)c1C(=O)OCC(=O)Nc1cccc(S(=O)(=O)N(C)C)c1	-3.0%
Cc1ccc(NC2CCCN(C(=O)c3cc(C(C)C)nn3C)C2)cc1C (centres undefined)	14.6%
COCCn1c(SCC(=O)Nc2cccnc2Cl)nc2ccccc2c1=O	0.9%
Cc1cc(C(=O)COC(=O)/C=C/c2ccco2)c(C)n1C	1.2%
c1ccc(Cn2cc(-c3ccccc3)cn2)cc1	6.8%
O=Cc1cccc(OCc2cn(CC(=O)c3ccc(O)cc3)nn2)c1	8.5%
CC(=O)OC[C@H]1O[C@@H](Oc2cc3ccc(=O)oc3cc2OC(C)=O)[C@H](OC(C)=O)[C@@H](OC(C)=O)[C@@H]1OC(C)=O	9.1%
O=C(CC(=O)c1cccnc1)c1ccccc1	-6.1%
CCOc1cc(C(=O)CCC(=O)OCC(=O)Nc2ccc(F)cc2)ccc1O	5.0%
CC(=O)Nc1ccc(Oc2ccc(S(=O)(=O)N3CCCC3)cn2)cc1	5.7%
COc1ccc(NC(=O)CN(C)CC(=O)Nc2cccc3ccccc23)c(OC)c1	17.1%
O=C(Cc1n[nH]c(=O)c2ccccc12)Nc1cc(C(F)(F)F)ccc1-n1cncn1	14.2%
CN(C)c1ncnc2c1nnn2C1OC(CO)C(O)C1O (centres undefined)	-2.0%
O=c1oc2ccccc2c2c1ccc1ccccc12	9.4%
COc1ccc(CN(CCC(C)C)S(=O)(=O)c2ccccc2Br)c(OC)c1	8.9%
CN(C(=O)c1cccc(NC(=O)C2CCCN(C(=O)OC(C)(C)C)C2)c1)C1CCC1 (centres undefined)	4.5%
OC1CCCC1NCc1ccnc2cc(Cl)ccc12 (centres undefined)	6.0%
Cc1ccnc(NC(=O)CCN2C(=O)c3ccccc3S2(=O)=O)n1	1.2%
CS(=O)(=O)c1ccc(-c2cccc(NC(=O)c3ccc4c(c3)OCO4)c2)nn1	-31.3%
CCC(C)NC(=O)c1ccc(NC(=O)CC2SC(N3CCCC3)=NC2=O)cc1 (centres undefined)	1.2%
CC(=O)Nc1ccc(S(=O)(=O)N2CCCC3CCCCC32)cc1 (centres undefined)	2.5%
